Screens deposited in PubChem BioAssay by National Center for Advancing Translational Sciences (NCATS).
HepG2 viability = HepG2 cytotoxicity, counter-screen for TGF-b inhibitors. HepG2 CAGA-GFP viability, ATP luminescence, 18 h. hit rate 0.76% among 410,000. Potency, µM (top dose mostly 46.1 µM), for the others: top-dose activity change, negative = cytotoxicity, actives largely listed as cytotoxic; also: potency is read from the fitted curve at half-maximal effect; some results filed as inactive show a strong effect at the top dose
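CellTiter-Glo luminescence gave cytotoxicity after 18 hours at 37 degrees C. The cells were HepG2 CAGA-GFP in 1% FBS DMEM, stimulated with 500 pg/mL TGF-beta after compound addition. %Activity was normalised to no-cell wells (complete cell-killing) and DMSO (no toxicity), and curves were fitted and classified.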
TGFb inhibitor = inhibitors of TGF-b signaling | HepG2 CAGA-GFP TGF-b/SMAD3 reporter, GFP fluorescence, 18 h; TGF-beta stimulated, 500 pg/mL final | Potency, µM (highest dose often 46.1 µM), inactives show at the top dose activity, negative = inhibition, hits mostly inhibitors | hit rate 1.2% among 410,000; also: potency is read from the fitted curve at half-maximal effect; % is scaled to controls: 0 for no effect and ±100 for the full control effect; nearly all actives have a fitted effect of over 65% in size
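GFP signal (ex488/em500-530) from TGF-beta-stimulated HEPG2 CAGA-GFP cells, 500 pg/mL final, 18 h at 37 degrees C in DMEM plus 1% FBS, normalized to unstimulated and DMSO-stimulated controls.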
ATXN2 expr inh = ATXN2 expression inhibition | HEK-293 ATXN2-luciferase reporter, luminescence, 24 h | Potency, µM (highest dose often 57 µM), for inactives: at the highest dose activity change, negative = inhibition, most hits filed as inhibitors | hit rate 0.72% among 360,000; also: potency is read from the fitted curve at half-maximal effect; % is scaled to controls: 0 for no effect and ±100 for the full control effect; nearly all actives have a fitted effect of over 55% in size
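qHTS (up to 57 uM final) was run with 24 h compound exposure of reporter cells at 37 °C. Each well was multiplexed: SteadyGlo luminescence measured ATXN2-luciferase expression after a fluorogenic Gly-Phe-AFC viability readout (25 uM final).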
Nrf2 inh = inhibitors of Nrf2 signaling; A549 ARE-Fluc reporter, luciferase luminescence, 18-24 h; Potency, µM (top dose mostly 46 µM), inactives show at the top dose activity change, negative = inhibition, most hits filed as inhibitors; hit rate 2.1% among 360,000; also: potency is read from the fitted curve at half-maximal effect; % is scaled to controls: 0 for no effect and ±100 for the full control effect; nearly all actives have a fitted effect of over 60% in size
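A549 ARE_Fluc cells (5000/well, 5% FBS OPTI-MEM) pre-incubated 2 h, then treated with compounds 18-24 h at 37C/5% CO2 in concentration-response. CellTiter-Fluor viability read first; BugLite luciferase luminescence after 15 min at room temperature gives Nrf2 activity.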
A549 tox = A549 cytotoxicity, counter-screen for Nrf2 inhibitors. A549 ARE-Fluc cells, CellTiter-Fluor viability, 18-24 h. Potency, µM (top dose mostly 46 µM), inactives show top-dose activity change, negative = cytotoxicity, most hits filed as inhibitors. hit rate 0.16% among 390,000; also: potency is read from the fitted curve at half-maximal effect; % is scaled to controls: 0 for no effect and ±100 for the full control effect
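A549 ARE-Fluc cells in 5% FBS OPTI-MEM, 5000 cells/well, rested 2 h then exposed to compounds in concentration-response for 18-24 h at 37 °C. Viability by CellTiter-Fluor fluorescence (Ex 405/Em 525) after 30 min; luciferase luminescence (BugLite, 15 min, RT) read afterwards.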
Nrf2 ARE act = activates Nrf2 signaling; hit rate 0.31% among 410,000; AREc32 ARE-luciferase reporter (MCF7-derived line), luminescence, 24 h; Potency, µM (titrated, usually from 46.1 µM), without a hit: top-dose activation, hits mostly activators; also: potency is read from the fitted curve at half-maximal effect; % of control where 0% means no effect; nearly all actives have a fitted effect of over 65% in size
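Cells of the AREc32 ARE-luciferase line are plated in OPTI-MEM containing 5% FBS and left overnight at 37 deg C. Compounds are pinned in, incubation continues 24 hr, and firefly luciferase signal is then measured.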
MCF10A rerep = induces DNA re-replication in MCF 10a normal breast cells; MCF 10A DNA re-replication, Hoechst nuclear intensity, 48 h; Potency, µM (titrated, usually from 46.1 µM), for the others: top-dose activity, positive = re-replication, actives largely listed as activators; hit rate 2.9% among 350,000; also: potency is read from the fitted curve at half-maximal effect; % of control where 0% means no effect; nearly all actives have a fitted effect of over 50% in size
S2 tox = viability counter-screen for ATXN expression inhibitors | S2 cells (HEK-293 line with an ATXN2-luciferase reporter) viability, CellTiter-Fluor protease fluorescence, 24 h | Potency, µM (doses to about 56.7 µM), most hits filed as cytotoxic | hit rate 0.49% among 400,000; also: potency is read from the fitted curve at half-maximal effect; nearly all actives have a fitted effect of over 40% in size
IL-1B inflam inh = inflammasome signaling inhibition, IL-1 beta readout; AID 743279; activity change, % at 57.5 µM; THP-1 LPS/ATP IL-1B secretion, AlphaLISA, 16 h; active compounds read low; hit rate 4.7% among 360,000; in the data active = activity change below about -50%; inconclusive = mostly about -30% to -49%; also: % is scaled to controls: 0 for no effect and ±100 for the full control effect
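THP-1 cells pretreated 1 hr with compounds (up to 57.5 uM final), then stimulated with LPS (250 ng/mL final) plus ATP (1.25 mM final); secreted IL-1B measured by AlphaLISA after 16 hr, decreased signal indicating inhibition.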
Numbers without * were called inactive; i = inactive; ? = inconclusive; / = not tested or not shown; & = joins results of further samples; [ ] = remark or other dose. Unless noted, calls follow the shape of the dose curve; as a rule, active = well fitted curve in the direction sought with a large enough effect; inconclusive = small, poorly fitted or top-dose-only effect, or another doubt; inactive = no such curve, though single readings can be large; an effect the other way counts as inactive or inconclusive.

Structure | HepG2 viability | TGFb inhibitor | ATXN2 expr inh | Nrf2 inh | A549 tox | Nrf2 ARE act | MCF10A rerep | S2 tox | IL-1B inflam inh
Cc1ccc(S(=O)(=O)N2CCC(C)CC2)c([N+](=O)[O-])c1 | 0% | 4% | 7% | ? | 2% | -0.6% | -1% | i | -4
COc1cc(OC)c(C2C(C(=O)N3CCOCC3)=C(C)NC3=C2C(=O)CC(C)(C)C3)cc1OC (stereo not given) | 4% | 0% | 1% | 24% | 2% | 0.0% | 0% | i | -12
O=C(CCNC(=O)c1ccccc1Cl)NCC1COc2ccccc2O1 (stereo not given) | -6% | 2% | -12% | -5% | 1% | -0.3% | 25% | i | 4
O=C(CNC(=O)c1ccc(C(F)(F)F)cc1)NC1CC1 | -9% | -8% | -3% | -8% | 3% | 2.8% | 4% | i | 23
Cc1nnc(N2C(=O)c3oc4ccccc4c(=O)c3C2c2ccc(C(C)(C)C)cc2)s1 (stereo not given) | 15% | 10% | 9% | -15% | 5% | -0.7% | / | i | /
O=C(CCC(=O)N1CCOCC1)NCCc1ccc(Cl)cc1Cl | -4% | -8% | -6% | -2% | -3% | -0.2% | -1% | i | 7
CN(C)Cc1c(C(=O)N/N=C/c2ccoc2)nnn1-c1nonc1N | 0% | -24% | 6% | 5% | -5% | -0.2% | 0% | i | 12
C=CCn1cc(-c2ccccc2)cc(C#N)c1=O | 10% | 15% | 2% | 4% | -1% | 0.0% | -2% | i | -1
COc1ccc(-n2nc(C(=O)N3CCN(c4ccc(F)cc4)CC3)c3ccccc3c2=O)c(OC)c1 | 6% | 26% | -2% | -2% | -7% | 0.2% | -8% | i | -16
COC(=O)C1=CO[C@@H](O[C@@H]2O[C@H](CO)[C@@H](O)[C@H](O)[C@H]2O)C2C(CO)=CCC12 (stereo not given in full) | -5%&-7% | -2%&1% | 10% | 8%&-7% | -2%&-1% | -0.2% | -15% | i | 1
COc1ccc(-c2ccc(CCC(=O)O)n2CC(=O)Nc2cccc(Cl)c2C)cc1 | -3% | -17% | 4% | -11% | 1% | 6.1% | / | i | /
Cc1ccc(OCC(=O)c2c[nH]c3ccccc23)c([N+](=O)[O-])n1 | -24% | -3% | 7% | ? | -2% | ? | ? | i | 42
COC(=O)c1ccc(NC(=O)c2ccccc2NS(C)(=O)=O)cc1 | -19% | -11% | 7% | -12% | -5% | 0.0% | -6% | i | 23
O=S(=O)(Nc1nc2ccccc2s1)c1ccc(Cl)s1 | -30% | -19% | -12% | ? | -17% | -0.2% | -3% | i | 34
O=C(CSc1nc(=O)[nH]c2c1CCCC2)NCc1ccccc1Cl | -3% | 4% | / | / | 18% | 3.4% | / | / | /
CCOc1ccc(N(C(C)=O)c2nc(C)cc(C)c2C#N)cc1 | 15% | 24% | 4% | / | -1% | -0.4% | 11% | i | 5
O=C(Cc1cccc2ccccc12)N/N=C/c1ccc2cccc(O)c2n1 | -37% | ? | ? | 0% | -4% | -0.3% | ? | i | 30
COc1ccc2[nH]c(C)c(CCNC(=S)Nc3cc(C)ccc3C)c2c1 | -29% | -11% | -10% | 6% | 3% | 0.1% | ? | i | 4
COc1ccc(NS(=O)(=O)c2cc(NC(=O)Cn3cnc4c3c(=O)n(C)c(=O)n4C)ccc2C)cc1 | -6% | 0% | / | -8% | 4% | -0.7% | ? | i | 6
Cc1ccc(NC(=S)N(CCC(C)C)C(C)c2ccncc2)c(Cl)c1 (stereo not given) | -14% | -21% | ? | -26% | 2% | -1.0% | -8% | i | -18
CC(C)Cn1c(-c2cc(Br)ccc2F)nc2c1c(=O)[nH]c(=O)n2CC(C)C | 3% | ? | 4% | ? | -13% | 5.5% | ? | i | -6
Cc1cc(C)c(S(=O)(=O)N2C=CC(C(F)(F)F)=NCC2)c(C)c1 | -26% | 8% | -6% | -22% | 2% | -0.3% | -1% | i | -16
Cc1cc(NC(=O)c2cc(-c3ccc(Cl)cc3)on2)nn1Cc1ccc(Cl)cc1 | -5% | -12% | -12% | ? | 1% | 0.4% | / | i | /
O=C(Nc1ccccc1F)C1CCCN(S(=O)(=O)c2ccccc2)C1 (stereo not given) | 1% | 1% | ? | ? | 1% | -0.1% | ? | i | 34
C/C(=N\NC(=O)c1nc(C)cc(C)n1)c1ccccc1 | -2% | 0% | 1% | 18% | -5% | 0.0% | -4% | i | 30
CCOc1ccc2nc(SCC(=O)NCC3CCCO3)c(C#N)cc2c1 (stereo not given) | -11% | -13% | 0% | ? | 1% | 1.1% | 29% | i | 12
COCCC(=O)N1CCC(Oc2ccc(C(=O)NCc3cccc(C)n3)cc2)CC1 | 2% | -4% | -3% | ? | 7% | -0.2% | 1% | i | 0
Cc1ccc(C(=O)OCC(=O)NC2CC2)cc1S(=O)(=O)N1CCOCC1 | -1% | 0% | 8% | 11% | -2% | -1.0% | -4% | i | 10
COc1ccc(Cn2c(=O)oc3ccccc32)cc1 | -1% | -3% | / | / | / | 0.5% | / | i | -5
CSc1nc(=S)n(-c2ccc([N+](=O)[O-])cc2)c(C)c1C(C)=O | -4% | -3% | / | -5% | -2% | 3.2% | -2% | ? | -8
COc1ccc(-c2cn3c(n2)sc2cc(C(=O)NCCC4=CCCCC4)ccc23)cc1 | -12% | -5% | / | 6% | 0% | 5.4% | / | / | /
COc1cc(NS(=O)(=O)c2ccc3[nH]c(=O)[nH]c3c2)cc(OC)c1 | -32%&-24% | 4%&22% | ? | -6%&-12% | 0%&-10% | 0.1%&-1.0% | 15% | ? | -2
O=c1[nH]c(=O)n(CCCc2ccccc2)cc1-c1ccccc1 | 4% | -11% | 4% | 0% | -1% | 0.4% | 3% | i | 11
NC(=O)N/N=C/c1ccccc1OC(=O)c1cc2ccccc2oc1=O | 1% | -7% | / | 2% | 1% | -0.7% | 20% | i | -14
O=C(COc1ccccc1-c1nc(-c2ccccc2)no1)Nc1ccccc1[N+](=O)[O-] | 0% | -24% | 4% | 18µM* | 4% | 22% | / | i | /
Cc1ccccc1N1CCN(Cc2nc(Cc3ccccc3F)no2)CC1 | -5% | -5% | -11% | 0% | -1% | 0.3% | 26% | i | 15
CN(CC(=O)Nc1cc([N+](=O)[O-])ccc1Cl)Cc1ccc(Br)cc1 | -32% | 0% | -10% | 11% | 7% | 5.6% | -2% | i | ?
Cc1ccc2c(CC(=O)OCc3nc(N)nc(Nc4ccccc4C)n3)coc2c1 | -1% | -2% | 18% | ? | -2% | -0.6% | 11% | i | 10
C[C@H](NC(=O)Nc1ccc2c(c1)OCCO2)C(=O)O | 2% | -4% | -8% | 11% | 14% | -0.1% | 1% | i | 16
O=C(CNC(=O)c1cccc(F)c1)OCC(=O)N1CCN(C(=O)c2ccco2)CC1 | -14% | -11% | 17% | -28% | -11% | -0.3% | -1% | i | 18
COc1ccc(CSC(=S)NNc2ccccc2)cc1 | 1% | 5% | / | / | / | 8.4% | / | ? | 41
CCOC(=O)c1cc(NC(=O)c2ccccc2)c(=O)oc1C(F)(F)F | 0% | 43%[activator] | 17% | 10% | 3% | 4.4% | -49%[inhibitor] | i | -21
COc1ccc(CCCc2nnc(SCC(=O)NN)o2)c(C)c1 | 0% | 0% | -3% | -15% | 12% | 1.2% | 7% | i | 23
COCCn1c(CCC(=O)O)nc2c1c(=O)[nH]c(=O)n2CC(C)C | -10% | -9% | -1% | -17% | -4% | -1.0% | -1% | i | 1
Cc1ccc(CSc2nnc(-n3c(=O)c(C#N)cc4c(=O)n5cccc(C)c5nc43)s2)cc1 | -1% | 9% | -3% | 2% | 0% | -1.0% | / | i | /
CCSc1sccc1C1C(C#N)=C(N)N(c2cccnc2)C2=C1C(=O)CCC2 (stereo not given) | -20% | 0% | -16% | -17% | -11% | ? | ? | i | 0
CCOc1ccc(NC(=O)c2cc(S(=O)(=O)N3CCOCC3)cs2)cc1 | -3% | 8% | 6% | -9% | -1% | 0.3% | 1% | i | 35
Cn1c(NN)nc2sc3c(c2c1=O)CCC3 | -3% | -15% | -30% | ? | -19% | 0.0% | 1% | i | 26
CCOC(=O)CCc1c(C)c(C#N)c2nc3ccccc3n2c1-n1ccnc1C | -11% | 4% | / | 3% | -1% | -0.5% | 1% | / | 18
CCc1ccc(-c2csc(NC(=O)C3=NN(c4ccccc4)C(=O)CC3)n2)cc1 | -14% | -29% | / | 18µM* | -3% | 4.4% | 7% | i | 53
COc1nc(N)nc(CC(=O)C2CC2)n1 | -2% | -22% | 4% | / | -5% | 0.3% | -2% | i | 17
Cc1cnc(NS(=O)(=O)c2ccc(Cl)cc2)c(Br)c1 | -65% | 0% | 0% | 24% | -1% | 0.3% | 19% | i | 3
Cc1ccc(-n2[nH]c(C)c(C=Nc3ccc(S(=O)(=O)Nc4nc(C)cc(C)n4)cc3)c2=O)c(C)c1 | 3% | -18% | 2% | 8% | -7% | -0.6% | 1% | i | -2
CCCOc1ccc(C(=O)C(CN2CCCC2)c2ccccc2)cc1 (stereo not given) | -92% | ? | ? | -29% | -8% | ? | 8.2µM* | ? | -103*
Cc1ccc(NC(=O)Cn2c(=O)oc3cc(S(=O)(=O)N4CCCCC4)ccc32)c(C)c1 | -1% | ? | ? | ? | 0% | 0.5% | / | ? | /
C/C(=N\NC(=S)Nc1cc(S(=O)(=O)N2CCOCC2)ccc1Cl)c1ccc(N2CCOCC2)cc1 | 1% | -2% | -1% | -15% | -7% | 0.2% | 3% | i | -27
CN(c1ccccc1)S(=O)(=O)c1cccc(NC(=O)CN2C(=O)NC3(CCCCC3)C2=O)c1 | 1% | 11% | -16% | ? | 1% | -0.1% | 1% | i | -6
